# Growth percent in the NCI-60 one-dose screen (48 h, 10 µM unless noted): 100 = growth as untreated, 0 = no growth, -100 = all killed.
# A549/ATCC: A549/ATCC NSCLC; actives 3.7% (n = 81,000)
# HOP-92: HOP-92 NSCLC cells. actives 6.3% (n = 71,000)
# UACC-62: UACC-62 melanoma | actives 5.4% (n = 81,000) | AID 1794756
# M14: M14 melanoma; actives 6.2% (n = 80,000)
# CCRF-CEM: CCRF-CEM leukemia; actives 7% (n = 77,000); AID 1794778
# HOP-62: HOP-62 NSCLC; actives 3.9% (n = 80,000)
# RPMI-8226: RPMI-8226 leukemia cells; actives 7.5% (n = 77,000)
# EKVX: EKVX NSCLC | actives 3% (n = 71,000) | AID 1794765
# * marks the source's active call; other numbers are inactive results; . = no result given; & = joins results of further samples; [ ] = another dose, or the depositor's remark. How the source made its calls: active means growth percent below 10; inactive means the rest.
SMILES,A549/ATCC,HOP-92,UACC-62,M14,CCRF-CEM,HOP-62,RPMI-8226,EKVX
CS(=O)(=O)c1cnccn1,95,88,92,99,111,91,97,98
CCOC(=O)OCC(=O)[C@@]1(O)CC[C@H]2[C@@H]3CCC4=CC(=O)CC[C@]4(C)[C@H]3[C@@H](O)C[C@@]21C,74,72,88,91,85,98,64,85
Fc1ccccc1NC(=S)c1ccccc1,95,105,99,98,102,101,101,90
CSc1ncc(Br)c(Nc2ccc(C)cc2)n1,92,74,83,109,91,86,94,45
CCn1c2ccc(O)cc2c2c(C)c3c[n+](C(C)C)ccc3c(C)c21,69,51,15,36,37,43,28,75
c1ccc(-c2nc(N3CCOCC3)c3c4c(sc3n2)CCCC4)cc1,79,100,84,100,97,91,110,92
Nc1ccc(-c2ccc(F)cc2)cc1NC(=O)C1CCOCC1,94,105,80,83,92,86,75,90
CC(=O)[C@H]1CC[C@]2(C)[C@@H]1CC[C@@H]1[C@@]3(C)CC[C@H](OCCC#N)C(C)(C)[C@@H]3CC[C@]12C,96,99,82,88,.,109,70,105
Nc1cc(N)c(S(=O)(=O)O)cc1N=Nc1cc([N+](=O)[O-])ccc1O,96,89,92,100,94,91,99,103
C=C1/C(=C\C=C2/CCC[C@]3(C)[C@@H]([C@H](C)CCCC(C)(C)O)CC[C@@H]23)C[C@@H](OC(=O)CBr)C[C@@H]1O,66,-67*,69,84,-51*,84,-51*,52
COC(=O)c1ccc[n+](Cc2ccccc2)c1,91,96,99,106,101,88,100,93
C[C@@H](c1ccccc1)N1C(=O)N2CN(C)CN3C(=S)N[C@H]1[C@H]23,101,104,92,112,81,109,106,96
Cn1nnnc1SCC1=C(C(=O)O)N2C(=O)C(NC(=O)C(OC=O)c3ccccc3)C2SC1 (configuration not stated),97,.,104,98,.,102,.,97
N#Cc1c(-c2ccccc2)cc(-c2cc(=O)oc3ccc(Cl)cc23)c(C#N)c1N,104,120,94,106,100,91,99,95
COc1ccc(S(=O)(=O)NCCNc2nccc(-c3c(-c4ccc(F)cc4)nc4sccn34)n2)cc1,37,138,67,64,62,81,62,.
Cc1ccc([N+](=O)[O-])cc1NC(=O)Nc1cccc(F)c1,58,.,72,68,54,99,19,49
Cc1ccc(O)c(NC(=O)Cc2ccc(Nc3ccnc(C(F)(F)F)c3)cc2)c1,82,82,56,95,17,98,25,92
O=C(Nc1ncc(Cc2ccc(Cl)cc2)s1)C1COc2ccccc2O1 (configuration not stated),92,85,69,64,80,100,90,93
Cc1nc2ccccc2s1,103,84,101,101,112,96,99,100
COc1cc(C(=O)N2CCN(c3ccccc3)CC2)c2ccccc2n1,25,62,33,0.4*,29,41,35,52
COC(=O)CNC(=O)C(=O)c1c(O)c(O)c(C(C)C)c2cc(C)c(-c3c(C)cc4c(C(C)C)c(O)c(O)c(C(=O)C(=O)NCC(=O)OC)c4c3O)c(O)c12,11,-8.0*,49,37,24,18,20,5.9*
Cc1ccc2nc3c(cc2c1)C1C(CON1c1ccccc1)CS3 (configuration not stated),73,85,77,93,100,91,87,93
CSC(=Nc1ccc([N+](=O)[O-])cc1C#N)NC(=O)c1ccccc1,97,68,95,90,95,88,82,90
O=C(CCCCCCN1CC(=O)N2[C@H](c3cc(Br)cs3)c3[nH]c4ccccc4c3C[C@H]2C1=O)NO,61,18,12,37,24,42,12,75
CN(C(=O)c1cccc(C(F)(F)F)c1)c1sc2c(c1C#N)CCC(=O)C2,103,120,92,108,69,110,68,99
COc1cc(/C=C/C(=O)/C=C(O)/C=C/c2ccc(OC(C)=O)c(OC)c2)ccc1OC(C)=O,99,91,82,46,52,.,35,91
N#Cc1nc(-c2cccs2)oc1N1CCN(S(=O)(=O)c2ccc(Cl)cc2)CC1,101,92,83,77,124,122,92,109
C=CCOC(=O)COc1ccc(Cl)cc1Cl,85,104,98,99,102,86,103,107
COc1ccc(-n2nc3c(c(C#N)c2=O)CC(c2ccccc2)C([N+](=O)[O-])=C3O)cc1 (configuration not stated),99,90,89,97,99,91,92,98
CN1CCN(CCNC(=O)c2cccc(CN3c4cccc5c4C(=Cc4cccnc43)N(C)C5=O)c2)CC1,34,19,17,45,47,25,2.3*,41
CSc1nc2ccc(NC(=O)C3CC4(NC(=O)NC4=O)c4cc(F)ccc4O3)cc2[nH]1 (configuration not stated),103,94,90,108,106,101,97,85
Nc1ncncc1-c1ccc2ccccc2c1,98,86,100,101,95,94,76,105
C=CCc1c(O)c(C(=O)/C=C/c2ccccc2OC)c(OC)c2ccoc12,54,71,58,84,48,102,29,77
O=c1nc(N2CCOCC2)oc2c(-c3cccc4c3oc3ccccc34)cccc12,88,54,63,102,88,87,99,82
NCCN1CCN(c2nccc(-c3ccc4ccccc4c3)n2)CC1,52,28,-65*,-67*,18,75,5.2*,76
O=C(NCc1ccccc1)C1=NCCCCN1,101,114,98,102,104,101,100,103
NC(=O)c1cc(Br)cc(Br)c1NS(=O)(=O)c1ccccc1,.,94,95,101,92,98,97,.
Cc1[nH]n(C(=S)Nc2nc3cc(Cl)c(F)cc3s2)c(=O)c1N=Nc1ccc(S(=O)(=O)Nc2ccncn2)cc1,108,102,97,99,112,85,86,111
Cc1ccc(O)c[n+]1[O-],96,.,106,101,88,100,99,.
CCCCCCCCCCCCCCCCCC(=O)OCCC(C)CCCC(C)C (configuration not stated),104,.,96,86,109,104,114,88
Cc1cc2ccccc2c[n+]1CCC[n+]1cc2ccccc2cc1C,84,95,93,104,105,98,105,72
NC(N)=N/N=C/c1nccc2ccccc12,98,106,104,101,93,119,94,99
C#CCN1CCC2(CC1)N(Cc1cn([C@@H]3O[C@H](COC(C)=O)[C@@H](OC(C)=O)[C@H](OC(C)=O)[C@@H]3OC(C)=O)nn1)C(=O)c1ccccc1N2CC#C,66,109,96,102,95,97,.,107
COC(=O)CC[C@H](N)C(=O)O,98[20 µM],92[20 µM],94[20 µM],94[20 µM],99[20 µM],91[20 µM],100[20 µM],105[20 µM]
Cn1c(=O)c2c(nc(NCCNc3ccc(S(=O)(=O)Nc4ncccn4)cc3)n2Cc2ccccc2)n(C)c1=O,108,85,88,92,100,96,99,84
COc1ccc(C)c(CN(C)C)c1,112,117,.,105,114,95,152,95
O=C1CSC(=S)N1/N=C/c1ccccc1O,100,90,99,110,99,106,96,100
Cc1cc([N+](=O)[O-])ccc1N,107&95,114&100,109&100,99&98,107&98,94&104,109&107,95
Cc1cnc(SCc2ccc(Cl)cc2Cl)nc1Nc1ccc(Cl)c(Cl)c1,78,76,53,99,86,93,87,94
Clc1ccc2nc(Nc3cccc(Oc4ccccc4)c3)[nH]c2c1,92,72,84,100,134,81,168,.
NS(=O)(=O)c1ccc(NCc2cn(-c3ccc(C(=O)O)cc3)nc2-c2ccc(F)cc2)cc1,100,88,92,99,100,97,96,97
N#CCCN1C(=O)c2ccccc2C1=O,86,91,97,102,102,92,97,104
CCCC/C=N/N1C(=S)N(Cc2ccccc2)[C@]23OC(N)=C(C#N)[C@]12C(=O)c1ccccc13,91,83,87,99,85,93,98,109
O=c1[nH]c(Nc2cccc(Cl)c2)nc2nc(Nc3ccc(NC(=S)Nc4ccccc4)cc3)nc(-c3ccc(O)cc3O)c12,55,87,84,.,90,103,70,118
C#CCC(CC#C)(C(=O)OCC)C(=O)OCC,103,97,99,106,103,107,103,92
CCN(CC)CCNc1nc2ccccc2c2c(=O)c3cc(Cl)ccc3sc12,52,29,65,31,7.0*,77,.,75
COc1ccc(-c2nc(SCC(C)C)nc(N/N=C(/C)c3ccc(Br)cc3)c2C#N)cc1,92,79,87,117,71,77,88,95
O=C1NC(=S)S/C1=C\c1ccc(F)cc1,101,68,88,92,89,100,.,107
Fc1ccc2[nH]cc(-c3nn4cc(-c5nccs5)nc4s3)c2c1,87,87,78,76,83,74,88,76
O=C(Nc1cccc(-c2nc3ccccc3c(=O)[nH]2)c1)c1ccccc1,96,101,95,99,96,93,97,98

# (more compounds)
SMILES,A549/ATCC,HOP-92,UACC-62,M14,CCRF-CEM,HOP-62,RPMI-8226,EKVX
CCCCN(CCCC)c1cc(C(=O)CCCCCN)c2ccccc2n1,-32*,.,105,14,-70*,110,-68*,24
CCCCCCCCCC(CO)CCCCCCC (configuration not stated),105,80,111,100,103,97,101,.
O=C(NNC(=O)c1ccccc1)c1ccccc1,96,101,104,105,99,92,106,.
CCOC(=O)c1cc(C(=O)c2ccc(OC)c(OC)c2)n2c1ccc1ccc3cccnc3c12,37,19,47,7.8*,20,30,5.4*,79
S=C(Cc1ccccc1)Nc1ccccc1,90,74,89,99,101,93,99,111
C(=Nc1ccc(-c2ccc(N=Cc3ccccc3)cc2)cc1)c1ccccc1,94,.,94,104,88,101,103,105
O=C1OC(c2ccccc2)c2ccccc21 (configuration not stated),103,84,98,94,.,100,103,94
COc1cc(C2CC(=O)c3ccccc3N2)cc(OC)c1OC (configuration not stated),85,92,94,103,95,98,91,103
COc1ccc(C(=O)COc2ccc(C(C)=O)cc2OC)cc1OC,97,.,92,114,94,111,.,104
Nc1ccc2c(c1)/C(=N/O)c1ccccc1-2,99,.,105,123,79,119,94,100
COc1ccc(N=c2sc(C3=c4cc(Cl)ccc4=NC3=O)c(O)n2Cc2nc3ccccc3[nH]2)cc1,80,73,94,84,42,55,83,.
c1cc(-c2nsc(-c3ccncc3)n2)ccn1,97,101,98,105,96,99,82,44
O=C(Cc1cc2ccccc2[nH]1)N(CCCc1cnc[nH]1)Cc1ccccc1,111,39,73,78,86,80,71,68
Cc1nc(Nc2ccc(NC(=O)Nc3ccccc3)cc2)c2ccccc2n1,108,128,98,.,99,98,105,100
COC(C)CCOC(=O)COc1ccccc1 (configuration not stated),101,87,102,101,93,92,102,98
CCN(CC)CCCC(C)Nc1ccc2cc(OC)ccc2n1 (configuration not stated),85,91,108,99,107,91,97,91
CC(=O)c1ccccc1I,101,105,101,114,116,98,104,109
COc1cc(-c2nc(C(=O)NCC(=O)NO)nn2-c2ccc(Cl)cc2)cc(OC)c1OC,90,87,.,101,107,94,105,103
Nc1ncnc2c1ncn2-c1ccccc1Cl,105,.,106,107,105,97,98,81
CCCCCCCCCCCCCCCCCCOc1ccccc1CCOP(=O)([O-])OCC[N+](C)(C)C,61,57,67,86,41,55,34,100
CC(C)(C)c1ccc(C(=O)Nc2nc3ccc(O)cc3s2)cc1,38,.,45,14,42,83,22,48
COc1ccc(-c2cn(-c3cccc(C(=O)/C=C/c4ccc(O)c(OC)c4)c3)c(=O)[nH]2)cc1,32,23,41,51,9.6*,113,-40*,41
CCCCCCCCCCCCNC(=S)N/N=C/c1c(O)ccc2ccccc12,98,112,96,94,91,104,90,100
Cc1cccc2cccnc12,106,98,104,104,113,.,116,116
Cc1ccc(S(=O)(=O)N(C)C)cc1N,95,108,103,100,99,112,103,104
CC(C)(C)OC(=O)NCc1ccc(CNc2c([N+](=O)[O-])cnc3ccccc23)cc1,72,32,58,76,60,58,44,44
O=C(N/N=C\c1cc([N+](=O)[O-])ccc1O)C(=O)N/N=C\c1cc([N+](=O)[O-])ccc1O,103,103,100,101,87,.,92,99
O=C(Cc1ccccc1)Nc1ccccc1,100,101,96,106,99,100,104,100
CC(=O)Nc1ccc(OC(C)(C)C)cc1,105,87,103,104,96,102,92,107
COc1cc(/C=N/NC(=O)CSc2nc3ccccc3c(=O)n2Cc2ccc(S(N)(=O)=O)cc2)cc(OC)c1OC,98,105,100,104,98,93,90,86
O=C1CC(c2ccccc2)Oc2cc(O)cc(O)c21 (configuration not stated),85,85,89,94,105,96,87,79
CC(C)CC(CC(C)C)NCC(C)OC(=O)c1ccc([N+](=O)[O-])cc1 (configuration not stated),101,.,104,102,84,94,104,.
COC(=O)C(C(=O)OC)C(CC(=O)c1ccc(Br)cc1)c1ccccc1 (configuration not stated),95,90,93,96,88,108,.,97
Oc1ccc(/C=C2\CCc3cc4ccc(O)cc4[o+]c32)c(O)c1,102,103,57,71,35,103,87,98
O=C(OCc1ccccc1Cl)OCc1ccccc1Cl,93,91,99,104,97,103,98,107
O=S(=O)(c1ccccc1)N1CCCc2ccccc21,91,89,92,102,92,94,93,101
CC(C)(CO)C(O)C(=O)NCCS(=O)(=O)Nc1ccc(Cl)cc1 (configuration not stated),87,94,99,105,102,87,101,100

# Screening data deposited in PubChem BioAssay by NCI.
